Source: PubChem BioAssay (several laboratories)
M1AAP inhibition: P. falciparum M1AAP inhibitors, biochemical, fluorogenic H-Leu-NHMec substrate, 1536-well (AID 1445). recombinant M1AAP, H-Leu-NHMec fluorogenic kinetic assay; higher % means a stronger effect. one-dose inhibition, % at 30 µM; IC50 in µM for titrated hits. 220,000 compounds, 0.42% hits;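 active = primary inhibition above the hit cutoff, then over 50% inhibition at one or more dose response concentrations, cut at about 23% in these data, passing the limit was not always enough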;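 also: plate controls were DMSO full reaction for no effect and no enzyme background for full effect; strong numbers were not always called active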
Hep lipid drop: hepatic lipid droplet formation modulation. inhibition, % at 6.5 µM. AML12 mouse hepatocytes, oleate lipid droplets, BODIPY imaging. 240,000 compounds, 0.4% hits;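 active = lipid droplet intensity inhibited by at least 50%, with more than 500 cells counted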
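Material: mouse AML12 hepatocyte cell line, fixed after treatment; Timing: compound with oleate, overnight; Technique: high-content imaging of BODIPY-stained droplets and DAPI nuclei; Probe or stimulus: oleate, 100 µM final; Dosing: compound at 6.5 µM only.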
Siah-1 displacement: Siah-1 peptide-binding antagonists, primary screen, biochemical, fluorescence polarization, rhodamine-plectin, uHTS (AID 1817); Siah-1 / rhodamine-plectin peptide fluorescence polarization; higher % means a stronger effect; displacement, % at 20 µM, or IC50 in µM where a hit was titrated; 290,000 compounds, 0.02% hits;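 active = displacement of at least 50% at 20 µM, with a fluorescence ratio check between 0.3 and a set limit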;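 also: plate controls were Siah plus tracer with DMSO for no effect and tracer alone without Siah for full effect; strong numbers were not always called active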
CSM14.1 death rescue: protection against thapsigargin-triggered cell killing – 384-well, CSM14.1, ATP luminescence, primary screen (AID 1222); CSM14.1 thapsigargin-induced death rescue, ATP luminescence; higher % means a stronger effect; one-dose cellular ATP content (survival), % at 20 µM; EC50 in µM for titrated hits; 190,000 tested, under 10 active;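 active = EC50 below 50 µM in the dose-response confirmation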;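 also: death triggered by thapsigargin at about 15 µM added after 2 h compound pretreatment; cell ATP read after overnight thapsigargin exposure of roughly 18 to 22 hours; normalized against plate controls of thapsigargin alone and 5% DMSO vehicle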
LYP inhibition: inhibitors of LYP phosphatase, biochemical, fluorescence intensity, uHTS (AID 1779) | recombinant LYP phosphatase, fluorescence intensity; higher % means a stronger effect | one-dose inhibition, % at 11.5 µM; IC50 in µM for titrated hits | 290,000 compounds, 0.054% hits;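 also: plate controls were vehicle with enzyme for no effect and no enzyme for full effect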
M17LAP inhibition: P. falciparum M17LAP inhibitors, primary screen, biochemical, fluorogenic H-Leu-NHMec substrate, 1536-well (AID 1619); one-dose inhibition, % at 30 µM; IC50 in µM for titrated hits; recombinant M17LAP, H-Leu-NHMec fluorogenic kinetic assay; higher % means a stronger effect; 220,000 compounds, 0.38% hits;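 active = compound inhibiting the enzyme by more than half at any dose during confirmatory dose-response retesting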;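 also: plate controls were full reaction with DMSO carrier for no effect and no enzyme background for full effect; strong numbers were not always called active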
XIAP displacement: XIAP antagonists, biochemical, IAP family, fluorescence polarization (AID 1018); XIAP BIR domain, fluorescence polarization peptide displacement; higher % means a stronger effect; displacement, % at 20 µM, or IC50 in µM where a hit was titrated; 200,000 compounds, 0.007% hits; in the data active = displacement above about 50%; also: a part of the inactive calls stands beside numbers as strong as those of hits
NOD2 inhibition: NOD2 signaling inhibitors, cell-based, luminescence, uHTS, HEK293 (AID 1566). 290,000 compounds, 0.63% hits. inhibition, % at 4 µM; hits with a dose series show EC50 in µM. HEK293 NOD2/NF-kB luciferase reporter, luminescence; higher % means a stronger effect; also: many of its hits are not listed in these tables
AID2073: inhibitors of Mint1-CaV2.2 protein interaction, biochemical, HTRF (AID 2073). HTRF protein-protein interaction, Mint1-CaV2.2; higher % means a stronger effect. inhibition, % at 20 µM; hits with a dose series show IC50 in µM. 290,000 compounds, 0.19% hits; in the data active = inhibition mostly above about 51%, no sharp cut-off; also: some results filed as inactive read as strong as hits
Hep lipid drop cells 6.5 µM: also measured in Hep lipid drop; calls as there; cell count; measured here: cell count, cytotoxicity flag;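 cells counted across two imaged fields per well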
Starred values were filed as active, the others as inactive. Rule as the data show it, unless noted: active = inhibition above about 50%; inactive = the rest. Some of the compounds tested; the hit share may differ from the screen's.

`CC1CCCCN1C(=O)C12CCC(C)(/C(=N/O)C1)C2(C)C` (stereo unspecified) gave M1AAP inhibition -9.4%, Hep lipid drop 15.8, Siah-1 displacement -1.6%, CSM14.1 death rescue 1.9%, LYP inhibition -2.7%, M17LAP inhibition -4.8%, XIAP displacement -3.4%, NOD2 inhibition -1.5%, AID2073 35.2% and Hep lipid drop cells 6.5 µM 813.
CC(C)CCNC(=O)CN(C(=O)CCC(=O)Nc1ccccn1)c1ccc(F)c(Cl)c1 was read as M1AAP inhibition 0.8%, Hep lipid drop 27.3, Siah-1 displacement 0.7%, CSM14.1 death rescue -1.0%, LYP inhibition -2.3%, M17LAP inhibition -3.7%, XIAP displacement -11.3%, NOD2 inhibition -4.3%, AID2073 -9.3% and Hep lipid drop cells 6.5 µM 704.
C(#Cc1ccc(C#CCN2CCOCC2)cc1)CN1CCOCC1 was read as M1AAP inhibition -2.0%, Siah-1 displacement -0.9%, CSM14.1 death rescue -0.3%, LYP inhibition -6.4%, M17LAP inhibition -3.6%, XIAP displacement -1.9%, NOD2 inhibition 3.9% and AID2073 -5.4%.
For COC(=O)c1ccc(SCc2cnc(Cl)s2)cc1 the results were M1AAP inhibition 10.3%, Siah-1 displacement -4.3%, CSM14.1 death rescue -0.7%, LYP inhibition -11.4%, M17LAP inhibition -4.0%, XIAP displacement -2.8%, NOD2 inhibition 11.5% and AID2073 -6.4%.
C=CCOC(=O)C1=C(C)NC(C)=C(C(=O)OCC=C)C1c1ccc(O)cc1 was read as Siah-1 displacement -0.9%, CSM14.1 death rescue 0.5%, LYP inhibition -9.4%, XIAP displacement -0.3%, NOD2 inhibition 7.7% and AID2073 -0.4%.
For COc1cccc(-c2cc(C(=O)NCc3ccco3)no2)c1 the results were M1AAP inhibition 3.3%, Siah-1 displacement 0.7%, CSM14.1 death rescue -1.9%, LYP inhibition -5.9%, M17LAP inhibition 20.7%, XIAP displacement -4.5%, NOD2 inhibition -58.3% and AID2073 -4.3%.
`CCOc1ccc(C2/C(=C(/O)c3ccc(F)cc3)C(=O)C(=O)N2CCCN(C)C)cc1` (stereo unspecified) gave M1AAP inhibition 0.9%, Hep lipid drop -20.6, Siah-1 displacement -1.6%, LYP inhibition -0.4%, M17LAP inhibition 8.2%, XIAP displacement -0.7%, NOD2 inhibition -11.3%, AID2073 -3.9% and Hep lipid drop cells 6.5 µM 612.
For O=C(Nc1cc(Cl)ccn1)C1CCN(S(=O)(=O)c2cccs2)CC1 the results were M1AAP inhibition 2.8%, Hep lipid drop -10.6, Siah-1 displacement 1.5%, CSM14.1 death rescue 3.5%, LYP inhibition -12.4%, M17LAP inhibition -0.8%, XIAP displacement -5.4%, NOD2 inhibition 31.7%, AID2073 -1.8% and Hep lipid drop cells 6.5 µM 735.
For COc1ccccc1C1CCN(C(=O)c2cccc([N+](=O)[O-])c2)CC1 the results were M1AAP inhibition 13.5%, Hep lipid drop -22.3, Siah-1 displacement 1.1%, LYP inhibition 0.2%, M17LAP inhibition 4.3%, NOD2 inhibition 21.2%, AID2073 8.6% and Hep lipid drop cells 6.5 µM 703.
Screening CCOc1ccc(OCC(O)CNC2CCN(Cc3ccccc3)CC2)cc1 (stereo unspecified) returned M1AAP inhibition 5.3%, Hep lipid drop -22.7, Siah-1 displacement -1.8%, CSM14.1 death rescue -3.3%, LYP inhibition -2.8%, M17LAP inhibition -4.2%, XIAP displacement -10.2%, NOD2 inhibition 2.7%, AID2073 -3.0% and Hep lipid drop cells 6.5 µM 620.
For C=CCSc1nc(O)c(C2OC(=O)c3c2ccc(OC)c3OC)c(=O)n1-c1ccccc1 (stereo unspecified) the results were M1AAP inhibition 4.0%, Hep lipid drop 12.5, Siah-1 displacement 0.7%, LYP inhibition -4.7%, M17LAP inhibition 20.5%, NOD2 inhibition 15.5%, AID2073 2.1% and Hep lipid drop cells 6.5 µM 693.
Screening Clc1ccsc1-c1ccnc(-n2cccc2)n1 returned M1AAP inhibition 7.0%, Hep lipid drop 10.4, Siah-1 displacement 0.6%, CSM14.1 death rescue -1.6%, LYP inhibition -5.8%, M17LAP inhibition -4.3%, XIAP displacement -18.1%, NOD2 inhibition 4.2%, AID2073 16.0% and Hep lipid drop cells 6.5 µM 672.
For O=C(CN1CCOCC1)N1CCN(c2nnc(-c3ccccc3)c3ccccc23)CC1 the results were M1AAP inhibition 2.2%, Hep lipid drop -11.7, Siah-1 displacement -0.3%, CSM14.1 death rescue -2.2%, LYP inhibition -10.0%, M17LAP inhibition 14.4%, XIAP displacement -4.8%, NOD2 inhibition 4.5%, AID2073 14.5% and Hep lipid drop cells 6.5 µM 712.
`COCC(C)N=C1NN=C(c2ccc(NC(C)=O)cc2)CS1` (stereo unspecified) gave M1AAP inhibition 1.9%, Hep lipid drop 25.2, Siah-1 displacement 4.0%, CSM14.1 death rescue -1.0%, LYP inhibition 5.1%, M17LAP inhibition 20.4%, XIAP displacement -10.0%, NOD2 inhibition -3.6%, AID2073 15.7% and Hep lipid drop cells 6.5 µM 679.
Screening Cc1ccc(/C=C/C(=O)NCCc2c[nH]c3ccccc23)o1 returned M1AAP inhibition 8.8%, Hep lipid drop 18.0, Siah-1 displacement -4.2%, CSM14.1 death rescue -0.7%, LYP inhibition -2.6%, M17LAP inhibition 6.4%, XIAP displacement -1.1%, NOD2 inhibition 17.5%, AID2073 2.1% and Hep lipid drop cells 6.5 µM 648.
C=CCc1ccccc1OCCOc1ccc([N+](=O)[O-])cc1/C=N/NC(N)=O was read as M1AAP inhibition 5.0%, Hep lipid drop 9.8, Siah-1 displacement 22.7%, CSM14.1 death rescue 2.0%, LYP inhibition -4.9%, M17LAP inhibition 8.0%, XIAP displacement -3.8%, NOD2 inhibition 15.0%, AID2073 21.1% and Hep lipid drop cells 6.5 µM 744.
Screening COc1ccc(-c2noc(-c3ccccc3C(=O)N3CCOCC3)n2)cc1 returned M1AAP inhibition 0.3%, Hep lipid drop 1.7, Siah-1 displacement -1.6%, CSM14.1 death rescue 2.8%, LYP inhibition -5.9%, M17LAP inhibition 5.9%, XIAP displacement -4.1%, NOD2 inhibition 7.1%, AID2073 1.0% and Hep lipid drop cells 6.5 µM 808.
For O=C(NC1CCCC1)C1c2ccccc2C(=O)N1C1CCCCC1 (stereo unspecified) the results were M1AAP inhibition -0.2%, Siah-1 displacement 1.1%, CSM14.1 death rescue -0.8%, LYP inhibition 2.4%, M17LAP inhibition -5.7%, XIAP displacement 3.0%, NOD2 inhibition 8.8% and AID2073 6.6%.
CCOC(=O)C1=C(C)N(C)C(=S)NC1c1cccc(Cl)c1Cl (stereo unspecified) was read as M1AAP inhibition 6.2%, Hep lipid drop 4.8, Siah-1 displacement 5.3%, CSM14.1 death rescue 0.1%, LYP inhibition -1.8%, M17LAP inhibition 0.2%, XIAP displacement -5.0%, NOD2 inhibition -1.2%, AID2073 7.6% and Hep lipid drop cells 6.5 µM 724.
`Cc1nc2ccccn2c1C(=O)N/N=C/c1cc(C)n(-c2ccc(Cl)cc2)c1C` gave M1AAP inhibition 9.4%, Hep lipid drop -7.1, Siah-1 displacement 22.7%, CSM14.1 death rescue -1.7%, LYP inhibition 0.0%, M17LAP inhibition 4.9%, XIAP displacement -1.7%, NOD2 inhibition 6.7%, AID2073 47.0% and Hep lipid drop cells 6.5 µM 757.
For CCCCNC(=O)NNC(=O)C1CC1(c1ccccc1)c1ccccc1 (stereo unspecified) the results were Hep lipid drop -10.4, Siah-1 displacement 4.4%, LYP inhibition -3.8%, NOD2 inhibition 14.0%, AID2073 8.8% and Hep lipid drop cells 6.5 µM 814.
For Cc1oc2cc3oc(=O)c(CCC(=O)NCCCN4CCCC4=O)c(C)c3cc2c1C the results were Hep lipid drop 9.8, Siah-1 displacement 3.9%, LYP inhibition -5.5%, NOD2 inhibition 21.7%, AID2073 28.3% and Hep lipid drop cells 6.5 µM 817.
For c1ccc2cc3[nH]c(CN4CCOCC4)nc3cc2c1 the results were M1AAP inhibition 8.4%, Hep lipid drop 0.6, Siah-1 displacement -4.7%, CSM14.1 death rescue -2.6%, LYP inhibition -1.4%, M17LAP inhibition 9.9%, XIAP displacement -4.1%, NOD2 inhibition 12.7%, AID2073 8.0% and Hep lipid drop cells 6.5 µM 715.
For Nc1ccc(C2=Nc3cccc4cccc(c34)N2)cc1 the results were M1AAP inhibition 5.7%, Hep lipid drop -4.9, Siah-1 displacement 1.2%, CSM14.1 death rescue -2.5%, LYP inhibition -2.1%, M17LAP inhibition -3.0%, XIAP displacement -0.7%, NOD2 inhibition -25.0%, AID2073 42.4% and Hep lipid drop cells 6.5 µM 595.
`CCOC(=O)C1(Cc2ccccc2C(F)(F)F)CCN(CCCn2cccn2)CC1` gave M1AAP inhibition 1.7%, Hep lipid drop -15.6, Siah-1 displacement 1.6%, CSM14.1 death rescue 0.1%, LYP inhibition -9.2%, M17LAP inhibition 0.3%, XIAP displacement -7.8%, NOD2 inhibition 40.2%, AID2073 -10.2% and Hep lipid drop cells 6.5 µM 740.
Screening O=C(NC1CCCCCC1)C1CCN(S(=O)(=O)N2CCC3(CC2)OCCO3)CC1 returned M1AAP inhibition 3.1%, Siah-1 displacement 1.3%, CSM14.1 death rescue 0.6%, LYP inhibition -0.8%, M17LAP inhibition 14.8%, XIAP displacement -2.6%, NOD2 inhibition 3.0% and AID2073 -2.3%.
For O=[N+]([O-])c1cc(S(=O)(=O)C(F)(F)F)ccc1NCC1CCCO1 (stereo unspecified) the results were Hep lipid drop -9.2, Siah-1 displacement 7.7%, LYP inhibition -5.8%, NOD2 inhibition 4.3%, AID2073 5.4% and Hep lipid drop cells 6.5 µM 816.
Screening CCn1cc(C(=O)O)c(=O)c2cc(F)c(N3CCN(S(=O)(=O)c4ccc5c(c4)OCCO5)CC3)cc21 returned M1AAP inhibition 2.2%, Hep lipid drop 13.7, Siah-1 displacement 8.8%, CSM14.1 death rescue 0.8%, LYP inhibition -5.0%, M17LAP inhibition -1.0%, XIAP displacement -8.3%, NOD2 inhibition 24.2%, AID2073 15.4% and Hep lipid drop cells 6.5 µM 736.
For O=C(Nc1ncccc1O)c1ccc(Oc2ccccc2)cc1 the results were Hep lipid drop 23.0, Siah-1 displacement 2.4%, LYP inhibition -11.8%, NOD2 inhibition -144.4%, AID2073 8.8% and Hep lipid drop cells 6.5 µM 671.
Screening Cc1cc(NC(=O)CCCC(=O)NCc2cccs2)no1 returned M1AAP inhibition -1.5%, Siah-1 displacement 4.5%, CSM14.1 death rescue -1.3%, LYP inhibition -5.8%, M17LAP inhibition -1.9%, XIAP displacement -2.0%, NOD2 inhibition -11.0% and AID2073 4.6%.
